TEAD-YAP block: TEAD-YAP interaction inhibition; HEK-TIYL cells, TEAD-Gal4/YAP UAS-luciferase luminescence; inhibition, % at 9.12 µM; 1.4% of 640,000 active; AID 1259422; in the data active = inhibition above about 32%;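 also: 0% = median of test compound wells and 100% = reference inhibitor wells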
FBW7 act: activators of human E3 ligase FBW7. AlphaScreen FBW7–phospho-cyclin E peptide binding, activator screen. normalized activity (activation), % at 26.1 µM. 0.13% of 650,000 active. AID 1259310; in the data active = normalized activity above about 1.9%;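 also: purified mutant Fbw7 with reduced substrate affinity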
MITF inh: blocks human microphthalmia-associated transcription factor. AlphaScreen MITF homodimerization, bead proximity signal. inhibition, % at 2.6 µM. 0.91% of 650,000 active; in the data active = inhibition above about 50%;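 also: 0% = vehicle wells with protein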
Target sequence (O75030 whole entry, looked up): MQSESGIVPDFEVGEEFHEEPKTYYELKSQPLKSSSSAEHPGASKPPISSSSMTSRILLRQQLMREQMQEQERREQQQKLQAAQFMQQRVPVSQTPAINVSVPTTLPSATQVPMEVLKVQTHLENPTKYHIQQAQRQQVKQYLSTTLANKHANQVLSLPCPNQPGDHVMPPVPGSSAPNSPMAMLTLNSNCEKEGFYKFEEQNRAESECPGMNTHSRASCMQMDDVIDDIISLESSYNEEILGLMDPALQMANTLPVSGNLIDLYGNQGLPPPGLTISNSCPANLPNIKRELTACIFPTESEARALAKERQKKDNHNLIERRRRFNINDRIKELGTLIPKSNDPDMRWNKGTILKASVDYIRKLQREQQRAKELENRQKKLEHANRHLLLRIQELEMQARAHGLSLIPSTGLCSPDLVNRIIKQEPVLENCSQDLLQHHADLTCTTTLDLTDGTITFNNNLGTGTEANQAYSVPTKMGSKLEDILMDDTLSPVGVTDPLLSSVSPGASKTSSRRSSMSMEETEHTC
GPR151 ag: activators of human GPR151; PathHunter beta-arrestin GPR151 cells, luminescence; activation, % at 11.2 µM; 1% of 650,000 active; AID 1508602; in the data active = activation above about 4.9%;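 also: 0% = median of compound wells and 100% = cells with positive control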
Target sequence (Q8TDV0 whole entry, looked up): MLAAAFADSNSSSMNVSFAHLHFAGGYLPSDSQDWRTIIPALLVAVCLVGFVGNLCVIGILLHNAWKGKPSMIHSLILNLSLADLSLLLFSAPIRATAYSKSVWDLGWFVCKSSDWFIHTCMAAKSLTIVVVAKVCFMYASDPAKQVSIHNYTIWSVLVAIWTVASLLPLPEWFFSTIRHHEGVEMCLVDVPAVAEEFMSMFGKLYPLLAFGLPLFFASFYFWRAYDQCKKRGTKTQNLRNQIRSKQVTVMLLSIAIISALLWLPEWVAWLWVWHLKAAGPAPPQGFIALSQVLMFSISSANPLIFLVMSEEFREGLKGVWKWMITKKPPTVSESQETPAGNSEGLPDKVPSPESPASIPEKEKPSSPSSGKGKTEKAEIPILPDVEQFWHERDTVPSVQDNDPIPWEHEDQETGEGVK
* hit, by the source's call.

SMILES	TEAD-YAP block	FBW7 act	MITF inh	GPR151 ag
Cc1ccc(NC(=O)CSc2nnc(CNC(=O)c3ccco3)o2)cc1Cl	0.3	-0.2	-1.4	0.9
O=C(CCc1nnc(Cc2c[nH]c3ccccc23)o1)N(CCO)Cc1ccccc1	3.5	0.1	1.5	0.5
Cc1cc(C)c2nc(N3CCCC(C(=O)NCCN4CCOCC4)C3)sc2c1 (stereo not given)	-13.3	-0.1	-2.8	-1.9
O=C(CN1C(=O)NC2(CCCC2)C1=O)NC(=O)NCc1ccccc1	-2.8	-0.1	-5.7	-1.1
CCN(CC)CCNCC(=O)Nc1nnc(C)s1	5.6	-0.1	12.0	3.1
CCOc1ccc(-n2nc(C(=O)NCc3ccco3)c3ccccc3c2=O)cc1	1.7	-0.1	0.5	-1.6
O=C(Cc1cccs1)N/N=C\c1ccco1	0.6	0.0	11.5	0.4
CCOc1cc(C(=O)Nc2nnc(C3CCCO3)o2)cc(OCC)c1OCC (stereo not given)	5.4	-0.1	18.9	0.7
CCC(CC)=NNC(=O)c1ccccc1Br	-4.7	0.1	-6.9	-1.4
COc1cc(CN2CCCC(C)C2)c([N+](=O)[O-])cc1OC (stereo not given)	3.8	-0.3	-0.9	1.1
CN1C(C(=O)NCc2cccs2)=CC(c2ccco2)=NS1(=O)=O	5.3	-0.1	1.5	-1.7
Cc1ccc(SCC(=O)Nc2cccc(Oc3ccc4c(c3)C(=O)NC4=O)c2)cc1	-2.4	0.8	-10.4	-1.0
Fc1ccc(-c2cc(N3CCN(c4ccccn4)CC3)nc(-c3ccccn3)n2)cc1	2.3	-0.1	4.3	-0.7
Cc1cc(C=C2C(=O)NC(=S)NC2=O)ccc1N1CCCC1	5.0	-0.4	7.2	0.8
Cc1cc(Cl)ccc1NC(=O)CN(c1cccc(Br)c1)S(C)(=O)=O	-3.1	0.0	-2.9	-1.5

5 structures already listed, ordered by SMILES length, low to high:
SMILES	TEAD-YAP block	FBW7 act	MITF inh	GPR151 ag
CCC(CC)=NNC(=O)c1ccccc1Br	-4.7	0.1	-6.9	-1.4
CCN(CC)CCNCC(=O)Nc1nnc(C)s1	5.6	-0.1	12.0	3.1
COc1cc(CN2CCCC(C)C2)c([N+](=O)[O-])cc1OC (stereo not given)	3.8	-0.3	-0.9	1.1
CCOc1cc(C(=O)Nc2nnc(C3CCCO3)o2)cc(OCC)c1OCC (stereo not given)	5.4	-0.1	18.9	0.7
CCOc1ccc(-n2nc(C(=O)NCc3ccco3)c3ccccc3c2=O)cc1	1.7	-0.1	0.5	-1.6

(listing goes on)
SMILES	TEAD-YAP block	FBW7 act	MITF inh	GPR151 ag
O=C(CSc1nnc(CNC(=O)c2ccc(S(=O)(=O)N3CCOCC3)cc2)n1-c1cccc(C(F)(F)F)c1)Nc1nccs1	13.8	0.1	-2.5	0.9
CCOc1ccc(NC(=O)CCN2CCN(S(=O)(=O)c3ccc(F)cc3)CC2)cc1	-3.0	-0.2	-0.3	0.2
Cc1cc(NS(=O)(=O)c2ccc(NC(=O)COc3ccccc3[N+](=O)[O-])cc2)no1	-14.6	0.0	-7.3	0.1
Cc1sc(NC(=O)Cn2c(=O)oc3ccccc32)nc1-c1ccc(Cl)cc1	-3.6	0.2	16.2	-0.8
CC(=O)C1=C(O)C(=O)NC1c1ccc(C(C)(C)C)cc1 (stereo not given)	-8.8	-0.1	-3.2	0.8
CCCCC(=O)N(c1cccc(Cl)c1)C1C=CS(=O)(=O)C1 (stereo not given)	-3.5	0.0	3.7	2.0
C=CCn1c(SCC(=O)N2c3ccccc3CC2C)nc2sc(C)c(C)c2c1=O (stereo not given)	4.5	0.0	-3.2	0.2
CCCCc1ccc(-c2nc(Nc3ccc(OC(F)(F)F)cc3)c3ccccc3n2)cc1	-20.4	0.2	-10.2	1.7
Cc1cccc(-n2nc3c(c2NC(=O)c2ccc(Cl)cc2)CS(=O)(=O)C3)c1C	-14.9	0.8	11.8	-1.8
Cc1ccc(NC(=O)c2oc3ccccc3c2NC(=O)C2CC2)cc1	17.6	0.1	8.9	-0.2
Nc1c(C(=O)c2ccc(F)cc2)sc2nc(-c3cccs3)cc(-c3ccccc3)c12	-5.5	0.1	-9.9	-1.0
CCOC(=O)C1=C(C)N=c2s/c(=C/c3ccccc3F)c(=O)n2C1c1ccccc1 (stereo not given)	1.6	0.0	0.8	-1.5
CSC1=NCCN1C(=O)c1ccccc1	4.1	0.0	4.8	-0.2
O=C(CCN1C(=O)c2ccccc2C1=O)NCc1ccncc1	5.7	0.1	-4.4	2.0
N#Cc1c(C(F)(F)F)cc(-c2cccs2)nc1SCC(=O)Nc1nc2ccccc2s1	2.4	0.2	2.3	-1.7
COc1cccc(C(=O)Nc2cccc(C)c2C)c1OC	-52.3	0.1	-3.6	-1.2
CCn1c2ccc(Br)cc2c2nc3ccccc3nc21	8.2	0.6	11.7	-0.7
CS(=O)(=O)N(CC(=O)Nc1ccccc1Sc1ccccc1)Cc1ccccc1	-0.7	-0.1	6.9	3.0
Cn1nccc1Nc1ncc(C(=O)Nc2ccc(N3CCOCC3)cc2)s1	3.7	0.3	5.6	0.9
O=C(Nc1ccc(S(=O)(=O)Nc2nccs2)cc1)C1CCCN1S(=O)(=O)c1ccc(Cl)cc1 (stereo not given)	1.1	0.8	9.3	0.1
COc1cc2c(c(OC)c1)C(c1c(F)cccc1Cl)CC(=O)N2 (stereo not given)	5.5	-0.3	13.8	0.8
O=C(Nc1ccc2nc[nH]c2c1)c1ccco1	-18.5	-0.2	-6.2	1.0
COCCn1nnnc1CN1CCC(O)(c2cccc(C(F)(F)F)c2)CC1	-0.5	0.1	-3.7	-1.9
Cc1cc(Br)ccc1NC(=O)CN1CCN(c2ccccn2)CC1	7.0	0.1	-4.6	3.0
Cc1ccc2oc(=O)c3cc(C(=O)NCCCN4CCCC4=O)sc3c2c1	5.2	-0.1	6.6	-0.2
CCOC(=O)c1sc2nc(SCc3cc(C(C)=O)ccc3OC)n(Cc3cccc(Cl)c3)c(=O)c2c1C	4.0	-0.2	-1.0	0.5
CCc1ccc(C2=CC(c3cc(OC)c(OC)c(OC)c3)n3nnnc3N2)cc1 (stereo not given)	55.9*	0.0	6.5	1.1
O=c1oc2cc(OCc3ccc(Br)cc3)c(Cl)cc2c2c1CCC2	3.2	0.1	-1.4	1.1
N/C(=N\S(=O)(=O)c1ccc(Cl)cc1)c1ccccc1	8.3	0.2	11.2	3.5
COC(=O)c1cccc(-c2ccc(/C=C/c3[nH]c(=O)[nH]c(=O)c3[N+](=O)[O-])o2)c1	-11.0	-0.1	-4.4	-0.8
Cc1cccn2c(CN3CCN(C4CCCC4)CC3)c(C(=O)N3CCOCC3)nc12	6.8	0.1	-3.1	0.8
O=C(Cc1ccsc1)NCC1CCC2(CCN(Cc3cccnc3)CC2)O1 (stereo not given)	7.8	0.0	7.7	-1.0
CCOC(=O)CC(C(C)C)N(Cc1ccc(Cl)c([N+](=O)[O-])c1)S(=O)(=O)c1ccc(F)c(C)c1 (stereo not given)	-0.2	-0.1	14.7	0.7
NC1=NC(=Nc2ccc(S(=O)(=O)N3CCOCC3)cc2)c2ccccc21	16.6	0.4	7.8	2.4
NC1=NC(=Nc2ccc(N3CCOCC3)cc2)c2ccccc21	47.8*	-0.4	-12.1	-0.3
Cc1cc(NC(=O)CSc2nnc(-c3ccccc3)n2C)no1	2.5	-0.1	-5.4	-0.2
COc1ccc(C(Nc2ccccn2)c2ccc3cccnc3c2O)cc1OC (stereo not given)	70.2*	-1.2	36.8	0.6
O=C1c2cccnc2C(=O)N1CCc1ccc(S(=O)(=O)NC2CCCC2)cc1	7.2	0.1	5.1	-0.5
COc1ccc(S(=O)(=O)N(Cc2ccccc2)c2ccccc2C(=O)NCc2ccncc2)cc1	56.1*	0.5	12.7	0.9
O=C1OC(c2ccc(Cl)cc2)=N/C1=C\c1ccc2c(c1)OCO2	5.3	0.0	3.8	1.1
Cc1ccc(/C=c2\sc3nnc(-c4ccco4)n3c2=O)o1	-3.8	-0.1	-0.9	-0.8
CC(C)CC1C(=O)N2CCC[C@H]2C2(O)O[C@](NC(=O)C3C=C4c5cccc6[nH]c(Br)c(c56)C[C@H]4N(C)C3)(C(C)C)C(=O)N12 (stereo not given in full)	-2.8	0.1	-27.1	-0.4
CCOC(=O)c1cnc2c(CC)cccc2c1NCCOCCO	-4.7	-0.1	-19.7	0.8
CC(C)(C)n1nc2c(c1NC(=O)c1ccc(C(=O)c3ccccc3)cc1)CS(=O)(=O)C2	-0.8	0.0	20.5	1.0
COC(=O)c1c(NC(=O)c2ccc(S(=O)(=O)N3CC4(C)CC3CC(C)(C)C4)cc2)sc2c1CCN(C(C)=O)C2 (stereo not given)	10.3	0.0	-8.3	-1.4
Cc1nc(N2CCC(C(=O)N(C)Cc3cccc4ncccc34)CC2)nc2ccc(F)cc12	-13.8	0.2	-21.7	0.5
O=C1CCC(C(=O)NNC(=O)c2cc(-c3ccccc3)n[nH]2)=NN1	-5.6	-0.3	-0.1	-0.9
O=C(NCC(c1ccco1)S(=O)(=O)c1cccs1)C(=O)NC1CCCCC1 (stereo not given)	-4.2	0.6	4.5	-0.3
Cn1c(=O)c2c(nc(CN3CCN(c4ccc(F)cc4)CC3)n2C/C=C/c2ccccc2)n(C)c1=O	-9.2	-0.1	-5.5	-0.8
COc1ccc(C2C(C(=O)N3CC(C)CC(C)C3)c3ccccc3C(=O)N2C)cc1OC (stereo not given)	12.3	0.1	-1.4	0.0
Cc1ccc2c(c1)CN(CCNC(=O)C1CC13CCCCC3)CC(C)O2 (stereo not given)	0.8	1.2	12.7	-1.9
O=C(Nc1ccc(Cl)cc1C(=O)c1ccccc1)c1cccc(Nc2nc(-c3ccccc3)c3cc(Br)ccc3n2)c1	-1.0	-0.2	7.7	2.8
O=C(O)[C@H]1CN(C(=O)c2ccn[nH]2)C[C@@H]1c1ccc(F)cc1	5.7	0.0	18.5	-0.4
N#CC1=C(N)Oc2n[nH]c(-c3ccc(Cl)cc3)c2C1c1ccc(F)cc1 (stereo not given)	-8.4	-0.1	4.5	0.1
CCOC(=O)C1=C(C)NC(=O)NC1/C=C\c1ccccc1 (stereo not given)	-9.8	0.0	-17.2	0.8
COc1ccc(Cn2c(=O)c3ncccc3n(Cc3ccccc3F)c2=O)cc1	-0.6	-0.2	12.9	1.0
CC(=O)Nc1cc2nc(C)n(Cc3cccc([N+](=O)[O-])c3)c2nc1C	5.2	0.5	13.7	-0.3
COc1ccc(CNC(=O)CCCCCn2c(=S)[nH]c3ccsc3c2=O)cc1	1.1	0.0	2.7	0.3
CSc1nnc(C)c(=O)n1COC(=O)c1ccc(C(F)(F)F)cc1	0.6	1.2	12.4	-0.2
NC(=O)C1CCN(C2CC(=O)N(Cc3ccc(F)cc3)C2=O)CC1 (stereo not given)	5.6	0.2	21.5	-0.4
(cont.)
SMILES	TEAD-YAP block	FBW7 act	MITF inh	GPR151 ag
O=C(Cn1cnc2ccccc21)Nc1ccc(N2CCCN(C(=O)C3CC3)CC2)cc1	14.9	-0.2	6.2	-0.1
CC(=O)Nc1ccc(/C=C(/C#N)c2nc3cc(C)c(C)cc3[nH]2)cc1	2.9	-0.1	0.7	0.1
CSc1ncc(C(=O)Nc2nccs2)cn1	-54.7	0.1	5.3	-0.1
CCCC(=O)Nc1ccc(N2CCN(C(=O)C(C)C)CC2)cc1	1.3	-0.1	-8.8	-0.4
CC(C)C(NS(=O)(=O)c1cccc2nsnc12)C(=O)N1CCCCC1 (stereo not given)	-1.2	0.6	11.8	-0.2
CSc1nnc2c(n1)OC(c1ccc(O)c(Cl)c1)Nc1ccccc1-2 (stereo not given)	3.0	0.1	15.4	-0.5
N#C/C(=C/c1cc(Br)cs1)c1ccc(C(=O)O)cc1	3.6	0.1	-12.8	0.0
CSCC[C@H](NC(=O)CCc1c[nH]c2ccccc12)C(=O)N[C@@H](CC(=O)O)C(=O)N[C@@H](Cc1ccccc1)C(N)=O	-0.8	-0.1	9.7	0.3
CCOC(=O)C1CCN(C(=O)Nc2ccccc2Cl)CC1	7.6	0.1	7.3	-0.4
COc1ccc(/C=N/NC(=O)CNC(=O)C(c2ccccc2)c2ccccc2)cc1OC	2.3	0.0	-14.4	-0.2
O=C(CNC(=O)C(c1ccccc1)c1ccccc1)N/N=C/c1ccccc1[N+](=O)[O-]	-3.2	0.0	2.9	0.9
Cc1ccc(C(=O)NCCc2nnc3ccc(SCc4cc(C)ccc4C)nn23)cc1	-2.8	-0.1	-3.2	1.3
Cc1ccc(N2C(=O)N(CC(=O)NC(C)C)c3ccccc3S2(=O)=O)cc1	-1.8	0.0	11.3	0.8
Cc1nnc(NC(=O)NC(C)N2C(=O)C3C4C=CC(C4)C3C2=O)s1 (stereo not given)	1.9	-0.1	-2.6	0.1
Cn1c(=O)oc2cc(S(=O)(=O)N3CCCC(C(=O)NC4CCCCCCC4)C3)ccc21 (stereo not given)	-6.0	-0.1	2.4	0.0
COc1ccc(C)cc1NC(=O)CNc1ccc(C(C)=O)cc1	4.8	0.5	14.1	-0.7
O=C(NCc1ccccc1Cl)c1ccc2nc(-c3cccs3)c(-c3cccs3)nc2c1	10.2	0.1	10.4	-1.3
CC(C)CC(=O)Nc1sc2c(c1C(=O)O)CCCCC2	5.1	-0.2	2.4	2.0
O=C1CCCC/C1=C/Nc1ccc(S(=O)(=O)Nc2cnc3ccccc3n2)cc1	2.5	0.0	5.3	1.8
O=C(CCC(=O)N1CCC(N2CCC(C(=O)NC3CC3)CC2)CC1)c1ccc(F)cc1	-2.9	-0.1	4.9	0.5

Screening results: PubChem, The Scripps Research Institute Molecular Screening Center
